HIV fusion peptide = inhibitors of HIV fusion peptide binding, primary screen, biochemical, uHTS, fluorescence dequenching (AID 1986). cell-free peptide binding, fluorescence dequenching, 30 min; higher % means a stronger effect. one-dose inhibition, % at 20 µM; IC50 in µM for titrated hits. hit rate 0.3% among 290,000; in the data active means inhibition mostly above about 52%, no sharp cut-off; inactive means mostly below about 76%; further: some results filed as inactive read as strong as hits
GPR35 antagonists = GPR35 antagonists blocking zaprinast-driven arrestin recruitment, primary screen, imaging, U2OS, beta-arrestin-GFP, zaprinast agonist (AID 2058) | hit rate 0.052% among 290,000 | one-dose inhibition, % at 10 µM; IC50 in µM for titrated hits | U2OS GPR35 beta-arrestin-GFP translocation imaging, zaprinast antagonism; higher % means a stronger effect | G-protein coupled receptor 35 (Homo sapiens);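 active means inhibition of at least 50% with at least 30 cells and total cytoplasm GFP at most 10,000,000; inconclusive means under 30 cells or total GFP of 10,000,000 plus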
NOD1 NF-kB reporter = NOD1 signaling inhibitors, primary screen, cell-based, luminescence, uHTS (AID 1578); NOD1-driven NF-kB luciferase reporter cells, luminescence; higher % means a stronger effect; one-dose inhibition, % at 4 µM; EC50 in µM for titrated hits; hit rate 1% among 290,000; in the data active means inhibition mostly above about 36%, no sharp cut-off; inactive means mostly below about 34%;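 further: HEK-293T reporter cells stimulated with the NOD1 agonist gamma-tri-DAP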
GPR55 activation = GPR55 agonists via beta-arrestin recruitment, primary screen, imaging, U2OS cells, beta-arrestin-GFP redistribution (AID 1961) | G-protein coupled receptor 55 (Homo sapiens) | U2OS GPR55 beta-arrestin-GFP redistribution imaging; higher % means a stronger effect | activation, % at 10 µM, or EC50 in µM where a hit was titrated | hit rate 0.048% among 290,000;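 active means activation above 40% with more than 50 cells counted in the well; inconclusive means wells holding fewer than 50 cells, flagged as toxic or sparse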;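 further: U2OS osteosarcoma cells stably expressing GPR55 and beta-arrestin-GFP; plate controls were DMSO negative control for no effect and LPI positive control for full effect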
Dengue-2 NS5 capping = Dengue-2 NS5 methyltransferase inhibitors, primary screen, biochemical, confirmation dose response (AID 588689). hit rate 0.3% among 340,000. Dengue-2 NS5 methyltransferase capping enzyme assay, biochemical; higher % means a stronger effect. Genome polyprotein (Dengue virus type 2 (strain 16681-PDK53)). inhibition, % at 25 µM; hits with a dose series show IC50 in µM; in the data active means a potency from the dose series; inconclusive means inhibition above about 29% without an active follow-up result
KOR beta-arrestin-1 = KOR agonists, beta-arrestin recruitment, primary screen, cell-based, luminescence, uHTS (AID 1777). Kappa-type opioid receptor (Homo sapiens). KOR beta-arrestin recruitment, luminescence; higher % means a stronger effect. one-dose activation, % at 10 µM; EC50 in µM for titrated hits. hit rate 0.02% among 280,000; in the data active means activation above about 50%, passing the limit was not always enough; further: a part of the inactive calls stands beside numbers as strong as those of hits
West Nile antiviral = West Nile virus antiviral activity, cell-based, CPE readout (AID 1621); West Nile virus-infected cells, CPE inhibition; higher % means a stronger effect; CPE inhibition, % at 10 µM; hits with a dose series show IC50 in µM; hit rate 0.02% among 290,000; in the data active means a potency from the dose series; inconclusive means CPE inhibition mostly from about 3.7% at the one dose, without a potency; inactive means the rest, 99 in 100 with CPE inhibition below about 2.2%; further: strong numbers were not always called active
KOR beta-arrestin-2 = KOR antagonists, beta-arrestin recruitment, cell-based, luminescence, uHTS (AID 1778) | one-dose inhibition, % at 10 µM; IC50 in µM for titrated hits | hit rate 0.091% among 290,000 | KOR beta-arrestin recruitment, luminescence, antagonist mode; higher % means a stronger effect | Kappa-type opioid receptor (Homo sapiens); in the data active means inhibition above about 50%; further: strong numbers were not always called active
GPR55 antagonists = GPR55 antagonists blocking LPI-driven arrestin recruitment, primary screen, imaging, U2OS, beta-arrestin-GFP, LPI agonist (AID 2013). one-dose inhibition, % at 10 µM; IC50 in µM for titrated hits. U2OS GPR55 beta-arrestin-GFP translocation imaging, LPI antagonism; higher % means a stronger effect. hit rate 0.13% among 290,000. G-protein coupled receptor 55 (Homo sapiens);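 active means spots per cell inhibited over 60%, with over 100 cells counted and total cytoplasm intensity under 500,000; inconclusive means wells with under 100 cells, flagged as likely toxic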;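 further: U2OS cells stably carrying GPR55 and arrestin-GFP stimulated by 5 µM LPI near EC80; imaged beta-arrestin-GFP aggregate spots per cell after agonist stimulation; plate controls were LPI-stimulated DMSO wells for no effect and DMSO wells without LPI for full effect; some results filed as inactive read as strong as hits; confirmed hits need IC50 under 10 µM and bright autofluorescent wells are also inconclusive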
Dengue-2 NS5 capping pilot replicate = further read-out of Dengue-2 NS5 capping, marked with its call; inhibition, %; measured here: pilot screen replicate inhibition
The depositor's hits bear a star; ? = inconclusive; / = not tested or not shown; [ ] = remark or other dose.

SMILES | HIV fusion peptide | GPR35 antagonists | NOD1 NF-kB reporter | GPR55 activation | Dengue-2 NS5 capping | KOR beta-arrestin-1 | West Nile antiviral | KOR beta-arrestin-2 | GPR55 antagonists | others
Cc1cc(C)cc(NC(=O)C2C3C=CC(O3)C2C(=O)O)c1 (centres undefined) | -0.7% | 1% | -16% | 0.3% | / | 0.7% | -0.5% | 4% | -1%
Cc1cccc(NC2=NC(=S)N(CC#N)C23CCCCC3)c1 | -1.4% | 12% | -18% | -0.4% | -1% | -3.1% | -0.5% | 15% | -1%
COc1cc(/C=N/NC(=O)CCn2c3ccccc3c3ccccc32)cc(OC)c1OC | -0.7% | 0% | 8% | 0.2% | -10% | -2.0% | -0.1% | 3% | -2%
CS(=O)(=O)c1ccc2nc(NC3(C(F)(F)F)N=C4SCCN4C3=O)sc2c1 (centres undefined) | 1.1% | -5% | -8% | 0.3% | -1% | 0.4% | 0.3% | -2% | 4%
Cc1ccc(C)c(NC(=S)N2CCC(NC(=O)c3ccc(F)cc3)CC2)c1 | 0.7% | -14% | -29% | -0.2% | -6% | -5.8% | -0.9% | 0% | 9%
CC12CCC(C(=O)n3c1nc1ccccc13)C2(C)C (centres undefined) | 0.0% | -3% | -14% | -0.1% | -4% | -1.6% | -0.1% | -18% | 21%
Cc1cc2cc3c(=O)[nH]c(=O)[nH]c3nc2cc1C | 1.0% | 15% | -15% | 0.0% | / | 0.4% | -0.3% | 22% | -8%
Cc1ccccc1C(=O)Nc1nc2n(n1)C(c1ccccc1)CC(=O)N2 (centres undefined) | 0.3% | 17% | -16% | 0.0% | -3% | 4.7% | 0.7% | 1% | 8%
O=C(CCCN1C(=O)/C(=C\c2cccs2)SC1=S)Nc1ccc(O)cc1 | 0.6% | -6% | 66% | -0.2% | 9% | 5.5% | 1.8% | -27% | -1%
CSc1nc(C)cc(Oc2ccc(OCC(N)=O)nn2)n1 | 0.1% | 12% | -30% | -0.2% | -7% | 0.1% | -0.1% | -43% | 8%
Cc1[nH]c2ccccc2c1/C=N/NC(=O)C1CC1(c1ccccc1)c1ccccc1 (centres undefined) | 1.5% | -5% | -7% | 0.2% | -11% | 0.8% | -1.1% | -14% | 5%
COc1ccc(N2CCN(S(=O)(=O)/C=C/c3ccccc3)CC2)cc1 | 0.9% | 4% | -15% | -0.2% | -3% | 54% | -0.4% | 12% | 15%
COc1ccccc1N1CCN(C(=O)c2cc3c(s2)CCC3)CC1 | 0.8% | 22% | -1% | 0.0% | -2% | 6.5% | -0.3% | -17% | 17%
Nc1c(C(=O)c2ccc(Br)cc2)oc2ccccc12 | -1.4% | 13% | -32% | -0.2% | -6% | -1.7% | -1.2% | 25% | 18%
COc1cccc(C2CCCN2Cc2nc(CCC(C)C)no2)c1 (centres undefined) | 1.6% | 17% | 12% | -0.2% | -9% | 5.6% | -1.4% | -16% | -4%
O=C(/C=C/Nc1ccccc1F)c1ccc(Br)cc1 | 7.6% | -6% | -88% | -0.4% | 0% | 3.5% | -0.2% | -10% | 8%
CC(C)(C)OC(=O)N1CCC(CNC(=O)c2ccc(F)cc2F)CC1 | -0.4% | 16% | 1% | -0.2% | / | 3.2% | -0.4% | 9% | -4%
O=C(COC(=O)c1cc(=O)[nH]c2ccccc12)c1ccccc1 | -1.4% | 6% | -10% | -0.3% | 4% | -3.1% | 1.1% | 15% | 5%
CC(=O)NCCNS(=O)(=O)c1ccc(C)c([N+](=O)[O-])c1 | -0.3% | -13% | -24% | -0.5% | 3% | 1.9% | 1.1% | -10% | -4%
O=[N+]([O-])c1ccc(NC(=S)N2CCCC2)cc1 | 0.9% | 6% | 16% | -0.3% | -4% | 31% | -0.4% | 0% | -8%
CCS(=O)(=O)CCSC1OC(COC(C)=O)C(OC(C)=O)C(OC(C)=O)C1OC(C)=O (centres undefined) | 0.3% | -5% | -13% | -0.1% | 0% | -12% | 0.5% | -19%[20 µM] | 0%
O/N=C/c1cc(Cl)ccc1OCc1ccccc1Cl | 0.2% | -8% | / | -0.1% | -7% | 7.1% | 0.9% | 20% | 28%
O=C(CCC(=O)OCC(=O)c1ccc(Br)cc1)Nc1ccc(Br)c2cccnc12 | -3.1% | 4% | -15% | 0.0% | -3% | 3.9% | -0.5% | 14% | -4%
CC(C)CCn1c(O)c(N=Nc2ccccn2)c2ccccc21 | -0.4% | -7% | 5% | -0.2% | 1% | 12% | -1.7% | 27% | 4%
O=C(O)c1ccc(S(=O)(=O)NCC2CCCCC2)cc1 | 0.3% | -7% | -10% | -0.2% | -6% | -2.5% | -0.5% | 26% | 3%
Remaining list, next part:
SMILES | HIV fusion peptide | GPR35 antagonists | NOD1 NF-kB reporter | GPR55 activation | Dengue-2 NS5 capping | KOR beta-arrestin-1 | West Nile antiviral | KOR beta-arrestin-2 | GPR55 antagonists | others
O=C(NC(=S)Nc1ccc(-c2ccc(CO)o2)cc1)c1cccs1 | 14% | -8% | -38% | 0.6% | / | 0.5% | 0.8% | 1% | 3%
CCN(CC)C(=S)NC(=O)c1cccnc1 | -0.9% | 17% | -37% | -0.1% | 4% | / | -0.2% | -33%[20 µM] | 16%
CCOC(=O)COc1nc(OC)nc(N2CCOCC2)n1 | -0.6% | 18% | -19% | -0.4% | -4% | -0.9% | -0.3% | -17% | 5% | Dengue-2 NS5 capping pilot replicate=-0.9
Cc1ccc(S(=O)(=O)N(CC(=O)N2CCOCC2)c2ccccc2F)cc1 | 2.5% | 18% | -13% | -0.2% | -8% | -4.9% | -0.8% | -18% | -9%
CCn1cc(C(=O)NCc2ccccc2Cl)cn1 | -3.0% | 6% | 22% | -0.1% | -3% | 2.3% | -0.6% | -24% | 7%
CC1CC(C)CN(c2ncnc3c2cnn3Cc2ccc(Cl)cc2)C1 (centres undefined) | -1.8% | 2% | -10% | -0.4% | 3% | -2.3% | -0.5% | 12% | 7%
COc1ccc(-c2nc3c(c4nnc(SC(C)C(=O)Nc5ccc(C)cc5)n24)COC(C)(C)C3)cc1 (centres undefined) | 2.3% | -15% | -2% | -0.3% | 4% | 1.2% | -0.5% | -39% | 11%
COc1cc(C(=S)N2CCN(C)CC2)ccc1OCC(=O)NCc1ccccc1 | 1.1% | -7% | -32% | 0.8% | / | -0.1% | 0.7% | 0% | 11%
CCOC(=O)N1CCN(C(=S)NC(=O)c2ccnn2C)CC1 | -3.5% | 7% | 12% | 0.0% | 0% | 1.7% | 0.4% | -1% | 6%
CC(=O)C1=C(O)C(=O)N(Cc2ccco2)C1c1ccc2c(c1)OCO2 (centres undefined) | 4.3% | 4% | -23% | 0.2% | 1% | -6.1% | -0.2% | 24% | 2%
COc1cccc(-c2nn(C)c3sc(C(=O)Nc4ccc5c(c4)OCCO5)cc23)c1 | -1.8% | 11% | -5% | -0.1% | -2% | 2.7% | 3.4% | -59% | 16%
CCS(=O)(=O)N1Cc2ccccc2CC1C(=O)NCCc1ccccc1 (centres undefined) | 2.8% | 8% | -1% | 0.0% | -3% | -1.6% | 0.1% | 38% | 10%
Cc1[nH]c(=O)[nH]c(=O)c1S(=O)(=O)NCC12CC3CC(CC(C3)C1)C2 | 2.9% | 0% | 3% | -0.1% | 7% | -2.5% | -0.5% | -17% | 16% | Dengue-2 NS5 capping pilot replicate=-0.2
CCCCOCC(O)CN1CCN(C(C)=O)CC1 (centres undefined) | -1.0% | 12% | 3% | -0.2% | -3% | -2.9% | 0.2% | 1% | -5%
OCC12COC(c3ccccc3)N1C(c1ccccc1)OC2 (centres undefined) | 3.4% | 3% | -32% | 1.6% | 0% | 1.1% | 0.0% | 3% | 22%
CCOC(=O)N1CCN(C(=O)CNC(=O)Cc2ccc(Cl)cc2)CC1 | -1.2% | 6% | -11% | -0.2% | -1% | -0.7% | 0.1% | 13% | -11%
Cn1c(-c2ccccc2)cnc1NCc1cccc([N+](=O)[O-])c1 | -0.7% | 7% | -19% | -0.2% | -4% | 0.7% | -1.0% | -40%[20 µM] | -2%
CN1CCN(c2nc(-c3ccccc3)nc(-c3ccccc3)c2C#N)CC1 | -2.7% | -16% | -19% | 0.7% | 1% | -3.8% | -0.7% | -27% | 4%
CCN(CC)c1ccc(/C=N/Nc2nc(C)cc(=O)[nH]2)c(O)c1 | 0.2% | 8% | -118% | -0.3% | -7% | -2.2% | ? | 10% | 5%
COc1ccc2nc(NNC(=O)C3COc4ccccc4O3)sc2c1 (centres undefined) | 2.5% | 2% | -19% | -0.2% | -10% | 0.3% | / | -22% | 0%

Structures listed so far containing an aryl methoxy group (9):
SMILES | HIV fusion peptide | GPR35 antagonists | NOD1 NF-kB reporter | GPR55 activation | Dengue-2 NS5 capping | KOR beta-arrestin-1 | West Nile antiviral | KOR beta-arrestin-2 | GPR55 antagonists | others
COc1cc(/C=N/NC(=O)CCn2c3ccccc3c3ccccc32)cc(OC)c1OC | -0.7% | 0% | 8% | 0.2% | -10% | -2.0% | -0.1% | 3% | -2%
COc1ccc(N2CCN(S(=O)(=O)/C=C/c3ccccc3)CC2)cc1 | 0.9% | 4% | -15% | -0.2% | -3% | 54% | -0.4% | 12% | 15%
COc1ccccc1N1CCN(C(=O)c2cc3c(s2)CCC3)CC1 | 0.8% | 22% | -1% | 0.0% | -2% | 6.5% | -0.3% | -17% | 17%
COc1cccc(C2CCCN2Cc2nc(CCC(C)C)no2)c1 (centres undefined) | 1.6% | 17% | 12% | -0.2% | -9% | 5.6% | -1.4% | -16% | -4%
CCOC(=O)COc1nc(OC)nc(N2CCOCC2)n1 | -0.6% | 18% | -19% | -0.4% | -4% | -0.9% | -0.3% | -17% | 5% | Dengue-2 NS5 capping pilot replicate=-0.9
COc1ccc(-c2nc3c(c4nnc(SC(C)C(=O)Nc5ccc(C)cc5)n24)COC(C)(C)C3)cc1 (centres undefined) | 2.3% | -15% | -2% | -0.3% | 4% | 1.2% | -0.5% | -39% | 11%
COc1cc(C(=S)N2CCN(C)CC2)ccc1OCC(=O)NCc1ccccc1 | 1.1% | -7% | -32% | 0.8% | / | -0.1% | 0.7% | 0% | 11%
COc1cccc(-c2nn(C)c3sc(C(=O)Nc4ccc5c(c4)OCCO5)cc23)c1 | -1.8% | 11% | -5% | -0.1% | -2% | 2.7% | 3.4% | -59% | 16%
COc1ccc2nc(NNC(=O)C3COc4ccccc4O3)sc2c1 (centres undefined) | 2.5% | 2% | -19% | -0.2% | -10% | 0.3% | / | -22% | 0%

Not all compounds are listed (hit frequency here may not be typical).
